Screens as filed in PubChem BioAssay.
FLuc inh counter: counter-screen for luciferase assay inhibitors: firefly luciferase inhibition | inhibition, % at 10 µM | 200,000 tested, 1.5% active | P08659 | ATPLite firefly luciferase biochemical luminescence, 10 min;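 active means inhibition above about 50% when tested at 10 µM, limit read from the data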
Target sequence (P08659 whole entry, looked up): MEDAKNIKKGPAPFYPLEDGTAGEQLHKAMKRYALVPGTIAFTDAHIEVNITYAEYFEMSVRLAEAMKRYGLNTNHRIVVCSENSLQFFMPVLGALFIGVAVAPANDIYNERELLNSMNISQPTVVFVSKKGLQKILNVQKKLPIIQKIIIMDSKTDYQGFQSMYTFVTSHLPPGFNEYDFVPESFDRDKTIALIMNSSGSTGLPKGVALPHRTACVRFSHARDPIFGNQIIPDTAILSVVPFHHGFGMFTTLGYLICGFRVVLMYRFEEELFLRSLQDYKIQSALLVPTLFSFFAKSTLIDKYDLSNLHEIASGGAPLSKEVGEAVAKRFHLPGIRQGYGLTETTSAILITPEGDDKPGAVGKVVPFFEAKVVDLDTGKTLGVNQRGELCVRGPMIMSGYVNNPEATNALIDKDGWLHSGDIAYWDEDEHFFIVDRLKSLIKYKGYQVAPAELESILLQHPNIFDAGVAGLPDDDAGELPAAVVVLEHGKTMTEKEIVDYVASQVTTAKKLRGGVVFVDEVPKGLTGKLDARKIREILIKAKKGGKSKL
G6PDH CS: L. mesenteroides G6PDH inhibition counter-screen; inhibition, % at 5 µM; 200,000 tested, 0.12% active; Purified L. mesenteroides G6PDH, diaphorase/resazurin coupled fluorescence, 45 min; AID 1020; in the data active means inhibition above about 50%
FLuc act counter: firefly luciferase counter-screen for stimulation assays; P08659; AID 1027; activation factor at 10 µM; ATPlite luciferase biochemical, luminescence, 10 min; 0 = ATP-free wells, 1 = DMSO control; 200,000 tested, under 10 active;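 active means luciferase activation factor, scaled between plate controls, of at least 2 with compound at 10 µM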
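System: cell-free luciferase reagent; medium: PBS as buffer for the ATP substrate; doses: test compounds dosed from 2 mM stocks in 100% DMSO; incubation: 10 min, room temperature; measured by: luminescence from luciferase reaction; read-out: luciferase activation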
Diaph act CS: diaphorase activation or chemical reduction counter-screen; Diaphorase/resazurin coupled assay, resorufin fluorescence, 16 min; hits give high values; 1 = vehicle wells, 0 = NADH-free wells; activation factor at 20 µM; AID 1229; 190,000 tested, 0.005% active;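 active means diaphorase activity raised at least twofold by the compound at 20 µM; inactive means activation factor below 2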
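test system = bacterial diaphorase enzyme (C. kluyveri) | quantity = enzyme 0.07 U/mL final | reagent = NADH substrate 0.114 mM plus resazurin dye 0.1 mM, final | incubation = 16 min enzyme reaction, ambient temperature | buffer or medium = HEPES pH 7.4 buffer with MgCl2 and Tween 20 | signal = fluorescence of resorufin, 544 nm excitation, 590 nm emission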
TLR4-MyD88 BLA: inhibitors of human TLR4-MyD88 binding; HeLa CL3-4 TLR4/MyD88 BLA complementation, FRET ratio; O00206+Q99836; inhibition, % at 8.4 µM; AID 861; 200,000 tested, 0.18% active; in the data active means inhibition above about 25%;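 further: 0% = vehicle and 100% = reference inhibitor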
APP 5UTR inh: APP translation inhibition | SH-SY5Y APP 5'UTR-luciferase reporter, luminescence | inhibition, % at 2 µM | 190,000 tested, 0.82% active | AID 1285;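 active means inhibition above a set limit, derived from the sample mean plus 3 SD, cut at about 45% in these data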; further: values of inactives mirror those of a sister screen read the other way
STAT1 activator: activators of IFN-gamma induced STAT1 signaling | NIH 3T3 STAT1-luciferase reporter, luminescence; 100% = IFN-gamma alone, no compound | activation (% of control), % at 5.5 µM | 200,000 tested, 2.6% active;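 active means activation above the screen-wide mean activation plus 3 SD, cut at about 130% in these data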;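 further: raw ratio to IFN-gamma control signal so 100% means no change and 0% no light; values of inactives mirror those of a sister screen read the other way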
Diaph inh CS: diaphorase inhibition or chemical oxidation counter-screen. diaphorase resazurin-to-resorufin fluorescence, NADH, 16 min; bacterial (C. kluyveri) enzyme, not human. inhibition, % at 20 µM. AID 1217. 190,000 tested, 0.69% active;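 active means primary screen inhibition at 20 µM above a set limit, cut at about 50% in these data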;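 further: plate controls were DMSO with full reaction for no effect and wells lacking NADH for full effect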
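Test system: Clostridium kluyveri diaphorase enzyme / Quantity: diaphorase at 0.14 U/mL in enzyme working solution / Incubation: 16-min room-temperature incubation before reading / Benchmarks: NADH-free wells as positive control, DMSO-only neutral wells / Signal: resorufin fluorescence 544/590 nm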
APP 5'UTR act: activates APP 5'UTR luciferase reporter; SH-SY5Y APP 5'UTR luciferase reporter, luminescence; zero percent = DMSO vehicle wells; activation, % at 2 µM; 190,000 tested, 1% active;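 active means activation above a set limit, based on mean plus 3 SD of controls, cut at about 140% in these data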; further: values of inactives mirror those of a sister screen read the other way
NF-kB expr up: compounds increasing NF-kB expression in human neuronal cells | NF-kB reporter expression; hits give high values | fold change at 12.5 µM | 190,000 tested, 1.6% active; in the data active means fold change above about 3.3
Numbers without * were called inactive. Compounds as they come; any-hit rate near 5.6%.

SMILES	FLuc inh counter	G6PDH CS	FLuc act counter	Diaph act CS	TLR4-MyD88 BLA	APP 5UTR inh	STAT1 activator	Diaph inh CS	APP 5'UTR act	NF-kB expr up
COc1ccc(/C=C(\NC(=O)c2cccs2)C(=O)Nc2cccc3ccccc23)cc1OC	-5	-1	1.1	0.8	0	-13	98	18	13	1.2
C=C1c2cc(OC)ccc2NC(=O)N1CC	-6	-10	1.1	0.8	2	-11	103	19	11	0.99
Cc1nc2ccc(NC(=S)NCc3ccccc3)cc2nc1C	5	9	1	0.8	-14	-13	116	21	13	1.1
Cn1cccc1/C=N/NC(=O)C12CC3CC(CC(C3)C1)C2	-1	-8	1	0.9	14	-6	107	8	6	1.2
O=C(Nc1ccc([N+](=O)[O-])cn1)c1ccc(Br)o1	-2	5	1	0.8	-11	-25	111	23	25	1.4
O=C(CN1C(=O)c2cccc3cccc(c23)C1=O)N1CCOCC1	1	0	1	1.1	6	-4	103	-9	4	1.1
O=C(CNC(=O)c1ccccc1)OCc1cc(=O)n2cc(Br)ccc2n1	2	-3	1	1	5	-7	105	1	7	1
C[n+]1cc(C(=O)N2CCCCC2)ccc1/C=C/c1c[nH]c2ccccc12	-6	11	1.1	1	7	2	98	-3	-2	1
COc1cccc(CN2CCN(Cc3[nH]c4ccccc4c3C)CC2CCO)c1 (stereo not drawn)	1	2	1	0.9	20	-8	103	9	8	0.87
CCC(C)C1C(C#N)=C(N)Oc2n[nH]c(C)c21 (stereo not drawn)	-7	-5	1.1	0.9	-5	4	106	9	-4	0.78
CCOC(=O)c1cn(CC(=O)Nc2ccccc2C(=O)OCC)nn1	-5	-2	1.1	0.9	-6	-6	93	13	6	1.1
CC1CCN(CCOc2cc(Cl)ccc2Cl)CC1	-5	7	1.1	0.9	-4	0	102	13	0	1.4
CCOC(=O)C1C(=O)N(O)CC1c1cccc(Oc2ccccc2)c1 (stereo not drawn)	-2	3	1	1	-1	-6	99	5	6	0.99
CN1CCN(c2ccc(Cl)cc2NC(=O)CCN2C(=O)c3ccccc3C2=O)CC1	-10	9	1.1	1.2	3	7	93	-17	-7	1.2
COc1ccc(OC)c(S(=O)(=O)N2CCCCCC2)c1	-9	3	1.1	0.8	-5	7	97	17	-7	0.83
O=C(COC(=O)c1cc(=O)[nH]c2ccccc12)Nc1nc(-c2ccccc2)cs1	4	8	1	0.9	4	-37	124	10	37	1.3
Cc1cc(C)cc(N2CC(C(=O)O)CC2=O)c1 (stereo not drawn)	2	3	1	0.9	8	7	99	7	-7	0.93
CC(=O)NC(=S)Nc1ccccc1N1CCCCC1	-6	8	1.1	0.8	-4	-3	93	16	3	1.2
CC1CCN(C(=O)c2ccc(-n3cnnn3)cc2)CC1	-2	7	1	1	0	-14	109	-3	14	1.5
COC(=O)c1ccccc1NC(=S)NC(=O)c1ccc(C)cc1	-2	-8	1	0.8	-8	-16	93	24	16	1

Taken from the listing, 2 compounds:
SMILES	FLuc inh counter	G6PDH CS	FLuc act counter	Diaph act CS	TLR4-MyD88 BLA	APP 5UTR inh	STAT1 activator	Diaph inh CS	APP 5'UTR act	NF-kB expr up
COc1ccc(/C=C(\NC(=O)c2cccs2)C(=O)Nc2cccc3ccccc23)cc1OC	-5	-1	1.1	0.8	0	-13	98	18	13	1.2
C=C1c2cc(OC)ccc2NC(=O)N1CC	-6	-10	1.1	0.8	2	-11	103	19	11	0.99

Remaining list, next part
SMILES	FLuc inh counter	G6PDH CS	FLuc act counter	Diaph act CS	TLR4-MyD88 BLA	APP 5UTR inh	STAT1 activator	Diaph inh CS	APP 5'UTR act	NF-kB expr up
COc1ccc(NC(=S)N(CCCN2CCOCC2)C(C)c2cc3cccc(OC)c3o2)cc1 (stereo not drawn)	4	6	1	0.9	10	-7	105	6	7	0.94
O=C(CSc1ccc2nnc(-c3ccccc3)n2n1)NCc1ccco1	-4	-21	1	0.9	-8	-2	95	14	2	1
COc1ccc(OCC(=O)Nc2ccc(C)c(S(=O)(=O)N(C)C)c2)cc1	6	5	0.9	1	5	-5	97	0	5	1.3
O=C(O)CCC(NS(=O)(=O)c1ccc(-c2ccccc2)cc1)C(=O)O (stereo not drawn)	2	4	1	0.9	16	4	104	7	-4	1.3
O=[N+]([O-])c1cccc(S(=O)(=O)c2ccc(N3CCCCC3)c([N+](=O)[O-])c2)c1	-6	-13	1.1	0.8	8	-10	104	17	9	0.69
C#CCSc1nnc(-c2c[nH]c3ccccc23)n1C	-3	-24	1	0.9	-15	-54	100	7	54	1.2
CC1=C(C)/C(=N/OC(=O)c2cccc([N+](=O)[O-])c2)C=CC1=O	-2	5	1	0.8	10	5	94	22	-5	1.1
CN(C(=O)c1ccc(C#N)cc1)c1nnc(-c2ccccn2)s1	-1	4	1	0.9	0	-43	111	10	43	1.6
Cc1ccc(Sc2nnc(Cc3ccccc3)c3ccccc23)cc1	0	-2	1	0.9	12	6	100	11	-6	1.4
CC(=O)c1cc(C#N)c(N2CCCC2)nc1C	-3	5	1	1	2	19	105	-4	-19	1.5
O=C(Nc1cccnc1)c1ccc(CN2CCc3ccccc3C2)cc1	-6	9	1.1	0.8	-4	-14	99	17	14	0.87
COc1ccc2c(c1)CCc1cc(C(=O)N3CCN(c4ccc(N5CCOCC5)nn4)CC3)sc1-2	10	-57	0.9	0.8	4	4	103	20	-3	0.49
Cc1ccc(-n2c(=O)[nH]cc(C(=O)Nc3ccc4c(c3)OCCO4)c2=O)cc1C	-7	-10	1.1	0.8	-4	7	101	16	-7	0.94
O=C(OCC(=O)C12CC3CC(CC(C3)C1)C2)c1cccnc1	-1	1	1	0.9	-2	38	104	12	-38	1
COC(=O)COc1ccc(S(=O)(=O)NCCC2=CCCCC2)cc1Cl	0	7	1	0.9	1	10	106	13	-10	0.98
O=C1C=C(NCc2ccc(Cl)c(Cl)c2)CC1	0	4	1	0.9	0	-17	100	8	17	1
O=C(NCCCN1CCOCC1)c1ccc(Br)s1	-5	3	1.1	1	7	-11	101	-4	11	1.4
O=S(=O)(CCc1nnc(-c2ccccc2)o1)c1ccc2ccccc2c1	-4	-8	1	0.8	0	-17	98	18	17	1.1
Cc1ccc(N(Cc2cc(=O)[nH]c3ccccc23)C(=O)c2ccco2)cc1	6	-5	0.9	1	-10	0	101	5	0	0.8
CNCC(O)COc1ccccc1 (stereo not drawn)	-8	-3	1.1	0.9	1	1	101	12	-1	0.95
CC(C)(C)NC(=O)CN(c1cccc([N+](=O)[O-])c1)S(=O)(=O)c1ccccc1	-4	1	1	0.9	9	2	104	10	-2	1.3
Cc1ccc2c(c1)C(c1ccc(F)cc1)N(C(=O)c1cc3ccccc3oc1=O)CC(=O)N2 (stereo not drawn)	-2	18	1	0.9	-11	-28	102	11	28	0.61
O=c1c2ccccc2nc(CSc2ncnc3nc[nH]c23)n1-c1cccc(C(F)(F)F)c1	0	-6	1	1	-2	-6	103	0	6	0.79
COc1cc(Cl)c(S(=O)(=O)N2CCOCC2)cc1Cl	2	36	1	0.9	-2	-18	99	8	18	1.1
COc1cccc(CNC(=O)CCC2CCCN(C(=O)c3ccoc3)C2)c1 (stereo not drawn)	-11	11	1.1	0.8	-5	3	100	19	-3	1.4
COCc1cc(C)nc2sc(C(=O)N3CCCCC3)c(N)c12	4	5	1	0.9	6	9	99	14	-9	0.88
CCOC(=O)C1(CC2CCCCO2)CCN(Cc2cn[nH]c2-c2cccc(F)c2)CC1 (stereo not drawn)	-8	13	1.1	0.9	-3	-1	88	9	1	0.91
O=C(CCCSc1nc2ccccc2[nH]1)NCc1ccccc1F	-5	0	1.1	0.9	1	17	99	9	-17	1.1
O=C(Nc1ncnc2sc3c(c12)CCCCC3)c1ccccc1	-3	0	1	0.9	2	-16	98	10	16	1
COc1ccccc1Nc1nnc(SCC(=O)N2CC(=O)Nc3ccccc32)s1	0	-8	1	0.8	-1	-17	96	23	17	1.1
COc1ccc(-n2nc(C(=O)NCC(=O)N3CCN(c4ccccn4)CC3)c3ccccc3c2=O)cc1OC	39	-1	0.6	1	-5	-1	115	4	1	1
Cn1c(-c2ccco2)nc2cc3ccccc3cc21	96*	4	0	0.8	3	-129	67	18	129	6.6*
COc1ccc(NC(=O)CSc2ncn[nH]2)c([N+](=O)[O-])c1	-5	-8	1	0.8	6	-2	89	20	3	1.4
Cc1ccc2[nH]c3c(c2c1)CN(C(=O)CN1CCN(c2cccc(C)c2C)CC1)CC3	-3	-15	1	0.7	-3	-9	107	33	9	0.64
CCOC(=O)c1c(NC(=O)/C=C/c2ccc3c(c2)OCO3)sc(C)c1C	3	10	1	1	-9	-2	93	-4	2	1.6
CCN1C(=O)c2ccccc2S(=O)c2ccc(C(=O)NCc3ccccn3)cc21 (stereo not drawn)	1	-9	1	1	-13	-10	100	0	10	1
O=C(CSc1ncccn1)NCc1cccs1	1	4	1	1	-12	-21	105	3	21	1.1
N#CCCN(CCC#N)C(=O)COc1ccc(Cl)cc1Cl	-7	7	1.1	0.9	12	-1	105	8	1	1.1
CCS(=O)(=O)N1CCCC(C(=O)NCC2CCCO2)C1 (stereo not drawn)	-5	5	1	0.9	-12	-2	103	8	2	1.1
O=C(CSc1ccccc1)N[C@@H](Cc1ccccc1)C(=O)O	-6	9	1.1	0.8	-2	4	103	20	-4	1.2

Two entries picked at random from those above, as already listed:
SMILES	FLuc inh counter	G6PDH CS	FLuc act counter	Diaph act CS	TLR4-MyD88 BLA	APP 5UTR inh	STAT1 activator	Diaph inh CS	APP 5'UTR act	NF-kB expr up
O=C(Nc1ncnc2sc3c(c12)CCCCC3)c1ccccc1	-3	0	1	0.9	2	-16	98	10	16	1
CCOC(=O)C1(CC2CCCCO2)CCN(Cc2cn[nH]c2-c2cccc(F)c2)CC1 (stereo not drawn)	-8	13	1.1	0.9	-3	-1	88	9	1	0.91

(continued)
SMILES	FLuc inh counter	G6PDH CS	FLuc act counter	Diaph act CS	TLR4-MyD88 BLA	APP 5UTR inh	STAT1 activator	Diaph inh CS	APP 5'UTR act	NF-kB expr up
CCCC(=O)NC(c1cccs1)c1cc([N+](=O)[O-])c2cccnc2c1O (stereo not drawn)	-3	42	1	0.6	-3	5	107	43	-5	0.76
Cc1occc1C(=O)Nc1c(F)cc(F)cc1Br	-5	32	1.1	1	-1	12	98	-4	-12	0.96
CCOc1ccc(N2CC(=O)SC2=S)cc1	-2	1	1	0.9	-2	0	104	15	0	1.1
O=C(NC12CC3CC(CC(C3)C1)C2)c1ccccc1	-5	13	1.1	0.9	0	-1	102	11	1	0.96
O=C(/C=C/c1cccc(Cl)c1)NCCN1CCOCC1	-5	13	1.1	0.9	11	9	86	13	-9	1.1
N/C(=N\OC(=O)c1cc(Cl)ccc1Cl)c1ccccn1	75*	5	0.3	1.1	9	-172	115	-6	172*	3
COc1ccc2nc(SCC(=O)Nc3ccc(S(=O)(=O)N4CCCC4)cc3)c(C#N)cc2c1	-2	0	1	0.8	6	2	96	22	-2	0.65
O=c1oc2ccccc2c(NCCc2ccccc2)c1[N+](=O)[O-]	-7	6	1.1	0.9	6	23	98	10	-23	1.1
